Bioassay records deposited in PubChem by several laboratories.
STK33 inh: human STK33 kinase inhibition; Q9BYT3; purified STK33, MBP phosphorylation, ADP-Glo luminescence; inhibition, % at 10 µM; hit rate 0.073% among 320,000; AID 2661;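 active means inhibition at or above 25%, using the most active replicate where run in duplicate; inactive means inhibition below 25%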
Target sequence (Q9BYT3 whole entry, looked up): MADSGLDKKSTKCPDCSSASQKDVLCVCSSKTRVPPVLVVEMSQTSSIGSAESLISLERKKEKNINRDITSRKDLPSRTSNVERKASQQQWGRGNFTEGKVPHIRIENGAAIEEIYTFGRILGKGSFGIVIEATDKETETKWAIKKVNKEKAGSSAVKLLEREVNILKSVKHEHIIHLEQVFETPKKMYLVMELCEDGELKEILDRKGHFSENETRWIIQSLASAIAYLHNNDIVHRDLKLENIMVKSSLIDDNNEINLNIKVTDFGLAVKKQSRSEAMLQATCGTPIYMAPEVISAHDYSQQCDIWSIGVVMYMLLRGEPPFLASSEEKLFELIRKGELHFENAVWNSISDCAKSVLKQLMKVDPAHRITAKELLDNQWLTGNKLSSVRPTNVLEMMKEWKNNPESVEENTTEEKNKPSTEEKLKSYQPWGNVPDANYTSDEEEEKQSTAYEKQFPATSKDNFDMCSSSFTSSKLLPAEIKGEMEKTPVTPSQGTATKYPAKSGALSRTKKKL
OX1R antag-1: antagonists of human orexin 1 receptor | hit rate 0.43% among 330,000 | inhibition, % at 5 µM | AID 434989 | CHO/OX1R cells, Fluo-8 calcium fluorescence, orexin A | O43613;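 active means inhibition above its plate's threshold, mean inhibition of all tested compounds on the plate plus 3 SD, cut at about 37% in these data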;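 further: 0% = orexin A challenge wells and 100% = SB-334867-A antagonist wells; not every result past the cut was called active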
Target sequence (O43613 whole entry, looked up): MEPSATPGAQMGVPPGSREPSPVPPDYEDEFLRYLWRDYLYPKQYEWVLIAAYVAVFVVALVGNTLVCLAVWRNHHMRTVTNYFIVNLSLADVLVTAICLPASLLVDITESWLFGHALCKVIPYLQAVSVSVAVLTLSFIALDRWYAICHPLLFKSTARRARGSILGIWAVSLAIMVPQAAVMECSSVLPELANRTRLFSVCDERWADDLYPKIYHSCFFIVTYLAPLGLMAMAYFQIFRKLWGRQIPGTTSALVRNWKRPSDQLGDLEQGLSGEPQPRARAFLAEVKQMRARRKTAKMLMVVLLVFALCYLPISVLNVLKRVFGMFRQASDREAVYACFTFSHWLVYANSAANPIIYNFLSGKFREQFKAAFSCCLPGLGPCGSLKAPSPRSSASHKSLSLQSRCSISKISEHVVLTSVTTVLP
OX1R antag-2: antagonists of human orexin 1 receptor (OX1R); OX1R-expressing cells, FRET antagonist read-out; inhibition, % at 6.6 µM; hit rate 1.8% among 330,000; AID 485270; in the data active means inhibition mostly above about 38%, no sharp cut-off; inactive means mostly below about 40%;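 further: 0% = agonist challenge alone and 100% = reference antagonist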
* hit, by the source's call; . = not tested or not shown.

SMILES	STK33 inh	OX1R antag-1	OX1R antag-2
CCC(CC)c1nnc(NC(=O)Oc2ccccc2)s1	2.6	-6	7
CCc1ccc(NC2=NCC(=O)N2c2ccc3c(c2)OCCO3)cc1	-1.2	-17	11
COc1ccc(NC(=O)c2cn(-c3ccccc3)nc2SC)cc1	-1.6	-31	11
Cc1oc2c(c(C)cc3oc(=O)c(CC(=O)NCC(=O)NCC(=O)O)c(C)c32)c1C	-0.6	-13	18
CCOC(=O)CSc1nc2ccccc2c(=O)n1CC1COc2ccccc2O1 (stereo not drawn)	-0.4	-25	17
C=C1Cn2c(nnc2-c2ccc(Cl)cc2)S1	-0.4	4	15
O=C(CCS(=O)(=O)c1ccc(Br)cc1)Nc1ccc2c(c1)OCO2	-0.6	-14	2
Cc1ccc(C)c(NC(=O)c2ccccc2Sc2ccc([N+](=O)[O-])cc2Cl)c1	-0.3	-31	14
Cc1noc(C)c1S(=O)(=O)Nc1ccc(C(=O)N2CCN(c3ccc(Cl)cc3)CC2)cc1	0.3	49*	45
CCc1c(C(=O)N/N=C/c2ccc(C)o2)csc1C	-0.3	-12	11
COc1ccc(CCNCC2C(Oc3ccc(Cl)cc3)C(=O)N2c2ccccc2C)cc1OC (stereo not drawn)	0.1	-10	20
Cc1cccc(C)c1NC(=S)/N=C/N(C)C	-0.8	-27	22
CCN(CC)c1nc(Nc2ccccc2)nc(Oc2ccc(=O)n(C)n2)n1	-0.7	-24	7
COC(=O)c1ccccc1S(=O)c1snnc1C (stereo not drawn)	-0.4	-4	-1
CCn1c(SCC(=O)N2CCCCC2C)nc2c1c(=O)n(C)c(=O)n2C (stereo not drawn)	0.4	-25	27
COc1ccccc1N(C(=O)c1snc(C(N)=O)c1N)C(C(=O)NC1CCCC1)c1ccco1 (stereo not drawn)	-2.1	-28	23
NC(=O)c1nn(Cc2ccccc2)c(=O)c2ccccc12	0.4	-34	7
C=CCNC(=S)N/N=C/c1ccc(-c2cc(Cl)ccc2Cl)o1	-1.8	-20	18
CN1CC(=O)N(CC(=O)Nc2ccc(SC(F)F)cc2)C1=O	-1.8	-2	5
COc1ccc(C(=O)Nc2cc3c(cc2C(=O)O)OCCCO3)c(OC)c1	0.8	5	15
Cc1cccc(OCC(=O)NNC(=O)c2ccc3nc[nH]c3c2)c1	1.0	-12	10
CC1CCN(S(=O)(=O)c2cccc(C(=O)NCC3CCCO3)c2)CC1 (stereo not drawn)	-1.6	-15	21
CC(Oc1ccccc1)C(=O)NC1CCN(Cc2ccccc2)CC1 (stereo not drawn)	-0.6	-18	12
CS(=O)(=O)CCC(C(=O)n1nnc2ccccc21)N1C(=O)c2ccccc2C1=O (stereo not drawn)	-0.7	-14	20
Cc1cccc(CS(=O)(=O)Cc2ccc(C(=O)O)o2)c1	-1.8	5	1
New compounds follow:
SMILES	STK33 inh	OX1R antag-1	OX1R antag-2
CCOC(=O)c1ccc(Cl)c(S(=O)(=O)N2CCCC2)c1	-1.5	-22	22
CNCC(O)c1ccc(O)c(O)c1 (stereo not drawn)	-2.2	12	7
O=C(CSc1nc2ccsc2c(=O)n1CC1CCC(C(=O)O)CC1)c1ccc(F)cc1 (stereo not drawn)	-2.3	-21	4
COC(=O)c1cc(N=Nc2sc(N)nc2C)cc(C(=O)OC)c1	-0.2	-11	14
O=C(NC(=S)Nc1cccc(Cl)c1N1CCCC1)c1ccc(-c2cccc([N+](=O)[O-])c2)o1	0.1	-3	4
Cc1ccc(C(=O)N/C(=C\c2cn(C)c3ccccc23)C(=O)NCCCN2CCOCC2)cc1	-1.2	-10	2
Cc1ccc(S(=O)(=O)N(C)c2ccccc2C(=O)Nc2ccc3c(c2)OCCO3)cc1	-1.6	-15	14
CCOC(=O)C1(Cc2ccccc2C)CCCN(Cc2ccc(NC(C)=O)cc2)C1 (stereo not drawn)	-0.5	-18	1
CC(C)CC(=O)Nc1ccc(N2CCN(S(C)(=O)=O)CC2)cc1	-1.0	-9	21
CCCCNc1c(-c2ccc(SC3CCCCC3)c(OC)c2)nc2ccc(C)cn12	-0.7	21	14
Cn1cc(S(=O)(=O)Nc2ccc(F)c(Cl)c2)c(=O)n(C)c1=O	0.2	-17	6
Cc1cc(C)c(C2=CC(=O)C[C@H](c3ccc4c(c3)OCO4)C2)c(C)c1	-0.9	-7	7
O=C(O)CCCC(=O)N1CCN(c2nc(-c3ccccc3)c3ccccc3n2)CC1	-0.5	1	8
C=CCn1c(COc2ccc(Cl)cc2)nnc1SCC(=O)Nc1ccc(S(N)(=O)=O)cc1	-1.1	0	0
O=C(Cc1ccc(-c2ccccc2)cc1)OCC(=O)N1CCCC1=O	-2.1	2	-1
O=c1cc(CN2CCN(Cc3ccccc3)CC2)c2ccc(O)c(O)c2o1	1.2	-13	2
CCCCNC(=O)c1onc(CSc2ccc(F)cc2)c1C(=O)NCCCC	0.0	-38	21
Nc1nc(-c2cccc(Br)c2)cs1	-1.8	0	15
CC(=O)c1cccc(OC(=O)C2=CC=CN3CCS(=O)(=O)N=C23)c1	8.7	0	12
c1cnc2ccc(C(c3nnnn3C3CCCCC3)N3CCN4CCCC4C3)cc2c1 (stereo not drawn)	-0.6	-25	41
Cc1nccc(-c2sc(-c3cccs3)nc2C)n1	1.7	-5	40
COc1ccc2[nH]c3c(c2c1)CCN1C(=O)N([C@@H](C)C(=O)NC2CCN(Cc4ccccc4)CC2)C(=O)[C@]31C	1.0	-15	13
O=C(NC1CCCc2ccccc21)C1CCN(S(=O)(=O)c2ccccc2)CC1 (stereo not drawn)	-1.1	-15	9
O=c1[nH]c2cc3c(cc2cc1C(c1nnnn1Cc1ccccc1)N1CCN2CCCC2C1)OCCO3 (stereo not drawn)	.	-3	14
C#CCNC(=O)C1=C[C@@H](C2CCCCC2)C[C@@H](OCCCCO)O1	0.1	-32	36
Remaining list, next part.
SMILES	STK33 inh	OX1R antag-1	OX1R antag-2
O=Cc1ccc(OCC(=O)NCC2CCCO2)cc1 (stereo not drawn)	-0.1	3	8
COc1ccc(NC(=O)CCN2CCOCC2)c(OC)c1	-0.8	-15	11
CCN(CC)S(=O)(=O)c1ccc(C(=O)Nc2ccc3c(c2)OCO3)cc1	-1.3	-11	17
COc1ccc(-c2noc(CNC(=O)c3ccc4c(c3)OCO4)n2)cc1	0.6	-18	12
Cc1ccc(C)c(OCCC(=O)OCC(=O)c2ccc3c(c2)NC(=O)CO3)c1	0.6	-10	28
Cc1cc(C(=O)NC2CCCc3c2cnn3-c2ccc(C(C)(C)C)cc2)nn1C (stereo not drawn)	0.1	9	23
Cc1cc(Cl)ccc1OCCCC(=O)OCC(=O)Nc1cccc(S(N)(=O)=O)c1	-0.9	32	1
CCC[C@@H]1C[C@@H](C(=O)N[C@H]([C@@H](C)O)[C@H]2O[C@H](SC)[C@H](O)[C@@H](O)C2O)N(C)C1 (stereo partly drawn)	.	-5	2
Cc1ccc(C(=O)NC2CCS(=O)(=O)C2)cc1S(=O)(=O)N1CCCCCC1 (stereo not drawn)	-0.9	-7	21
CN(C)c1ccc(/C=[N+](\[O-])C2N(c3ccccc3)C(=S)SC2(C)C)cc1 (stereo not drawn)	0.8	-5	17
CC(C)n1cc(/C=C2/NC(=O)NC2=O)c2ccccc21	0.1	-2	12
O=C(Nc1cccc(S(=O)(=O)N2CCOCC2)c1)C1CCCC1	-0.8	-25	4
Cc1ccccc1NC(=O)N1CCCN(c2ccc(C#N)cn2)CC1	-0.5	-11	-4
CCCOc1ccc(CNC(=S)NCc2ccc(OC(C)C)cc2)cc1	0.0	-21	19
COc1ccc(Nc2nc(C)cc(=O)[nH]2)cc1	0.3	-11	5
CCOc1ccc(N2C(=O)CC(SC(=NC)Nc3cccc(F)c3)C2=O)cc1 (stereo not drawn)	-0.5	-18	8
Cc1c(NC(=O)c2ccccc2N)cccc1C(=O)O	-1.2	2	-3
CC(=O)C1=C(c2ccccc2)NC(=O)NC1c1ccc2c(c1)OCO2 (stereo not drawn)	-7.7	-16	-3
NS(=O)(=O)c1ccc(N/N=C/c2cn(-c3ccccc3)nc2-c2cccs2)c([N+](=O)[O-])c1	0.0	6	12
Cc1c(C(=O)Nc2c(F)cccc2F)sc2ncn(CC(=O)N3CCCCC3)c(=O)c12	-1.9	0	1
CSc1nc(O)c(C(c2ccccc2)c2c(O)nc(SC)[nH]c2=O)c(=O)[nH]1	-2.0	-11	7
Cc1ccccc1NC(=O)CCN1C(=O)c2ccccc2C1=O	0.1	-32	17
O=C(Nc1ccc(F)cc1)c1ccc(Cn2cnnn2)cc1	0.7	1	9
CN(C)C(=O)NC(NC(=S)Nc1ccccc1)C(Cl)(Cl)Cl (stereo not drawn)	-0.4	-5	3
O=c1cc(-c2ccccc2)c2ccccc2[nH]1	0.4	-15	21
Next results
SMILES	STK33 inh	OX1R antag-1	OX1R antag-2
COc1cc([N+](=O)[O-])c(N2CCOCC2)c([N+](=O)[O-])c1OC	-0.6	-13	22
CCCn1c(SCC(=O)Nc2cc(Cl)ccc2Cl)n[nH]c1=O	-0.3	-12	5
CC1CCc2nn(CC(=O)Nc3ccc(F)cc3F)cc2C1 (stereo not drawn)	1.0	-34	25
Cc1nc(N2N=C(c3ccc(Cl)cc3)CC2c2ccco2)sc1C(=O)N(C)C (stereo not drawn)	0.2	-32	14
NS(=O)(=O)c1cccc(NC(=O)CC2(CC(=O)O)CCCC2)c1	-0.2	-9	3
O=C(NCc1ccco1)c1cnn2c(C(F)(F)F)cc(-c3cccs3)nc12	-4.8	-31	17
COC(=O)c1nc(-c2ccc(C)cc2)oc1N(C)C	-1.2	-27	-2
Cc1ccc(S(=O)(=O)N2CCOCC2)cc1NC(=O)COC(=O)Cc1cccs1	4.8	6	21
CC(C)n1nc(C(=O)NCCCN2CCCC2=O)c2ccccc2c1=O	-0.4	-10	2
CCCNC(=O)C1(CC2CC(c3ccccc3)=NO2)CCNCC1 (stereo not drawn)	-2.7	-3	6
CCOc1ccccc1C(=O)N1CCN=C1SC	0.4	-9	19
COc1ccccc1C(=O)Nc1ccc2c(c1)nc1n2CCN(C2CCCCC2)C1	-0.1	-20	23

21 consecutive compounds already listed, quoted:
SMILES	STK33 inh	OX1R antag-1	OX1R antag-2
CCCOc1ccc(CNC(=S)NCc2ccc(OC(C)C)cc2)cc1	0.0	-21	19
COc1ccc(Nc2nc(C)cc(=O)[nH]2)cc1	0.3	-11	5
CCOc1ccc(N2C(=O)CC(SC(=NC)Nc3cccc(F)c3)C2=O)cc1 (stereo not drawn)	-0.5	-18	8
Cc1c(NC(=O)c2ccccc2N)cccc1C(=O)O	-1.2	2	-3
CC(=O)C1=C(c2ccccc2)NC(=O)NC1c1ccc2c(c1)OCO2 (stereo not drawn)	-7.7	-16	-3
NS(=O)(=O)c1ccc(N/N=C/c2cn(-c3ccccc3)nc2-c2cccs2)c([N+](=O)[O-])c1	0.0	6	12
Cc1c(C(=O)Nc2c(F)cccc2F)sc2ncn(CC(=O)N3CCCCC3)c(=O)c12	-1.9	0	1
CSc1nc(O)c(C(c2ccccc2)c2c(O)nc(SC)[nH]c2=O)c(=O)[nH]1	-2.0	-11	7
Cc1ccccc1NC(=O)CCN1C(=O)c2ccccc2C1=O	0.1	-32	17
O=C(Nc1ccc(F)cc1)c1ccc(Cn2cnnn2)cc1	0.7	1	9
CN(C)C(=O)NC(NC(=S)Nc1ccccc1)C(Cl)(Cl)Cl (stereo not drawn)	-0.4	-5	3
O=c1cc(-c2ccccc2)c2ccccc2[nH]1	0.4	-15	21
COc1cc([N+](=O)[O-])c(N2CCOCC2)c([N+](=O)[O-])c1OC	-0.6	-13	22
CCCn1c(SCC(=O)Nc2cc(Cl)ccc2Cl)n[nH]c1=O	-0.3	-12	5
CC1CCc2nn(CC(=O)Nc3ccc(F)cc3F)cc2C1 (stereo not drawn)	1.0	-34	25
Cc1nc(N2N=C(c3ccc(Cl)cc3)CC2c2ccco2)sc1C(=O)N(C)C (stereo not drawn)	0.2	-32	14
NS(=O)(=O)c1cccc(NC(=O)CC2(CC(=O)O)CCCC2)c1	-0.2	-9	3
O=C(NCc1ccco1)c1cnn2c(C(F)(F)F)cc(-c3cccs3)nc12	-4.8	-31	17
COC(=O)c1nc(-c2ccc(C)cc2)oc1N(C)C	-1.2	-27	-2
Cc1ccc(S(=O)(=O)N2CCOCC2)cc1NC(=O)COC(=O)Cc1cccs1	4.8	6	21
CC(C)n1nc(C(=O)NCCCN2CCCC2=O)c2ccccc2c1=O	-0.4	-10	2
